Myeloid diff MLP – induction of myeloid progenitor differentiation, primary screen, cell-based, flow cytometry, MLPCN library; ER-HoxA9 myeloid progenitors, lysozyme-GFP differentiation; calls only at 10 µM; 360,000 tested, 1% active;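 active = normalized GFP-positive differentiation at or above the plate's own cutoff, the solvent-only control mean plus 3 SD; inconclusive = no clear call, values can overlap the other calls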;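 note: cells exposed to compound for four days before flow analysis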
West Nile virus CPE – West Nile virus antiviral activity, cell-based, CPE readout (AID 1621) | CPE inhibition, % at 10 µM, or IC50 in µM where a hit was titrated | West Nile virus-infected cells, CPE inhibition; higher % means a stronger effect | 290,000 tested, 0.02% active; in the data active = a potency from the dose series; inconclusive = CPE inhibition mostly from about 3.7% at the one dose, without a potency; inactive = the rest, 99 in 100 with CPE inhibition below about 2.2%; note: strong numbers were not always called active
PhoP inhibition – inhibitors of PhoP regulon expression, primary screen, Salmonella Typhimurium, GFP reporter (AID 1863) | S. Typhimurium PhoP-regulated promoter GFP reporter, 4 h; higher % means a stronger effect | inhibition, % at 50 µM; hits with a dose series show IC50 in µM | 300,000 tested, 0.16% active;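 active = inhibition over 29.93%, a cutoff 3 SD above the screen mean, later confirmed by dose response; inconclusive = inhibition over 29.93% but no dose response follow-up; inactive = inhibition at most 29.93% or unconfirmed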;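 note: 0% = low Mg2+ inducing control and 100% = high Mg2+ repressing control; strong numbers were not always called active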
Large T inhibition – SV40 large T antigen inhibitors, biochemical (AID 1903). one-dose inhibition, % at 20 µM; IC50 in µM for titrated hits. SV40 large T antigen ATPase/helicase inhibition assay; higher % means a stronger effect. 310,000 tested, 0.39% active; in the data active = a potency from the dose series; inconclusive = inhibition mostly from about 32% at the one dose, without a potency; inactive = the rest, 99 in 100 with inhibition below about 32%; note: strong numbers were not always called active
bCat nuc transl – modulators of beta-catenin nuclear translocation, primary screen, imaging, HeLa cells, immunofluorescence, high-content; nuclear translocation activity, % at 5 µM; 190,000 tested, 0.3% active; AID 1665, 2009;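 active = nuclear translocation activity above 50% at 5 µM, with a well cell count of 50 or more; inconclusive = wells under 50 cells across six images, flagged as toxic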;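 note: per-cell ratio of nuclear to cytoplasmic median beta-catenin stain intensity; plate controls were DMSO negative control for no effect and GSK-3 inhibitor IX positive control for full effect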
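assay system = human HeLa cells, endogenous beta-catenin | times = compound treatment 24 h, 37°C, 5% CO2 | detection = Anti-beta-catenin immunofluorescence on PFA-fixed, Triton-permeabilized cells, DAPI nuclei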
MgcRacGAP inhibition – MgcRacGAP GTPase-activating activity inhibitors, confirmation, biochemical, ADP Hunter fluorescence; Rac GTPase-activating protein 1 (Homo sapiens); MgcRacGAP-stimulated Rac1 GTP hydrolysis, ADP Hunter fluorescence; higher % means a stronger effect; GST-tagged Rac1 F28L mutant substrate; inhibition, % at 30 µM; hits with a dose series show IC50 in µM; 340,000 tested, 0.6% active; AID 624330, 2012;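 active = first-screen hits whose inhibition reached a set limit at any dose in the follow-up dose series; inconclusive = inhibition above the set first-screen limit but never retested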;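 note: fluorescence reports GDP produced by GAP-driven GTP hydrolysis; strong numbers were not always called active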
T cell HTS – modulators of CD8 T cell-vesicle binding, primary screen, mouse 2C CD8+ T cells, flow cytometry; calls only at 7 µM; 2C CD8+ T cell-vesicle binding; hits give low values; 330,000 tested, 0.068% active;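 active = response, share of CD8 T cells binding vesicles, and their 90th percentile fluorescence all below set limits, cut at about 80% in these data, passing the limit was not always enough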
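incubation = binding step 1.5 h, 37 °C, antibody labelling 20 min, ice | test system = 2C mouse CD8+ T cells | read-out basis = percent CD8+ FL2 mean versus row control | controls = Peptide-free naked vesicles (low) and QL9 vesicles with 0.7% DMSO vehicle (high) | detection = flow cytometry of vesicle-bound cells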
RSV CPE inhibition – RSV antiviral activity via CPE protection, HEp-2 cells, primary 10 µM value included (AID 2391); HEp-2 cells, RSV-induced CPE inhibition; higher % means a stronger effect; CPE inhibition, % at 10 µM, or IC50 in µM where a hit was titrated; 310,000 tested, 0.13% active; in the data active = a potency from the dose series; inconclusive = CPE inhibition mostly from about 23% at the one dose, without a potency; inactive = the rest, 99 in 100 with CPE inhibition below about 21%; note: strong numbers were not always called active
WT yeast gro inh – growth inhibition of WT strain, primary screen, mitochondrial fusion inhibitor project, WT and mutant strains, chemical genetic; mitochondrial fusion phenotypic screen; inhibition, % at 10 µM; 190,000 tested, 2.1% active; AID 1362, 2008; in the data active = inhibition above about 58%; tested in S. cerevisiae
WT yeast gro inh mutant strain – further read-out of WT yeast gro inh, marked with its call; inhibition, %; mitochondrial fusion phenotypic screen, mutant strain inhibition
bCat nuc transl cell count 5 µM – second read-out of bCat nuc transl, no call of its own (marks repeat the call); cell count; measured here: cell count, cytotoxicity flag
T cell HTS vesicle-bound % – second read-out of T cell HTS, no call of its own (marks repeat the call); double positive events, %; measured here: CD8+ vesicle-bound cell fraction;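 binding gate set so that unloaded-vesicle control wells show 10% double positive cells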
Myeloid diff MLP GFP+ MAC1+ % – further read-out of Myeloid diff MLP, marked with its call; GFP+ MAC1+ double positive, %; measured here: differentiation confirmed by MAC1 staining
* = called active by the depositor; i = inactive; ? = inconclusive; nt = no result given. This is a random part of the collection; about 3.6% have a hit in one of these screens.

SMILES | Myeloid diff MLP | Myeloid diff MLP GFP+ MAC1+ % | West Nile virus CPE | PhoP inhibition | Large T inhibition | bCat nuc transl | bCat nuc transl cell count 5 µM | MgcRacGAP inhibition | T cell HTS | T cell HTS vesicle-bound % | RSV CPE inhibition | WT yeast gro inh | WT yeast gro inh mutant strain
Cn1c(=O)c2sccc2n2c(CCCC(=O)NCc3ccc4c(c3)OCO4)nnc12 | i | 0.6 | 0.3% | -10% | -2% | -1.2 | 1316 | 11% | nt | nt | nt | 5 | 23
CCOc1cc(/C=N/NC(=O)c2ccncc2)ccc1OC(=O)c1ccc([N+](=O)[O-])cc1 | i | 1.1 | -0.1% | -5% | 21% | -1.2 | 1399 | 16% | i | 43 | 1.4% | 4 | -7
COc1ccc(CN2C(=O)c3cccnc3C2=O)cc1S(=O)(=O)NC1CCCCC1C (stereo unspecified) | i | 0.2 | -0.1% | -4% | 6% | nt | nt | 5% | i | 27 | 0.5% | nt | nt
COc1ccc(/C=C2\Cc3ccccc3C2=O)cc1OC | i | 0.6 | -0.6% | 3% | -19% | -2.5 | 1173 | 11% | i | 28 | 5.5% | nt | nt
CCN(Cc1ccccc1)C(=O)COC(=O)c1c(C)nsc1NC | i | 0.4 | nt | nt | nt | nt | nt | 6% | i | 33 | 0.4% | nt | nt
Cc1ccc(NC(=O)COC(=O)c2cccc3c(=O)c(C)c(-c4ccccc4)oc23)cc1 | i | 0.1 | 0.6% | -10% | 0% | nt | nt | 5% | i | 48 | 5.7% | 6 | 13
COc1ccc(NC(=O)Cn2nnc(-c3ccccc3NS(=O)(=O)c3ccc(OC)cc3)n2)cc1 | i | 0.4 | -2.0% | -1% | 10% | nt | nt | 3% | i | 7 | 8.0% | -10 | -11
Cc1ccc(-c2nnc(SCC(=O)N3CCCC3)o2)cc1 | i | 0.9 | 0.0% | 2% | 1% | 1.5 | 1154 | 9% | i | 16 | 7.4% | 16 | 13
Cc1cc(C(=O)CCC(=O)N(C)CC(=O)Nc2ccccc2Br)c(C)s1 | i | 1.1 | nt | -5% | 5% | nt | nt | 11% | i | 55 | 0.6% | nt | nt
O=C(Nc1ccccc1C(=O)N1CCOCC1)c1cccc(S(=O)(=O)N2CCCC2)c1 | i | 0.8 | 0.3% | 14% | -4% | nt | nt | 9% | nt | nt | nt | 0 | 12
CCC(CC)NCc1ccc(OC)cc1OC | i | 8.9 | -0.2% | 1% | 1% | -0.9 | 1085 | 1% | i | 16 | -0.4% | 19 | 7
Cc1cccc(C(=O)O/N=C(\N)c2ccc(Cl)cc2)c1 | i | 0.1 | -0.8% | -3% | 21% | nt | nt | 6% | i | 28 | 2.9% | nt | nt
Cc1ccc(C2(C)NC(=O)N(CC(=O)N3CCN(S(=O)(=O)c4ccc(Cl)s4)CC3)C2=O)cc1 (stereo unspecified) | i | 0.9 | nt | -1% | 3% | nt | nt | -5% | i | 12 | 22% | nt | nt
O=C(Nc1ccc2ccccc2c1)c1ccc(NS(=O)(=O)c2ccc(Br)s2)cc1 | i | 0.4 | 0.5% | 3% | -3% | 0.2 | 916 | -4% | i | 55 | 39% | 6 | -14
COc1ccc(-c2cc(C3CC3)nc(N)c2C#N)cc1 | i | 1.0 | 0.1% | 4% | 4% | nt | nt | 5% | i | 24 | ? | nt | nt

Quoted at random: three entries already listed
SMILES | Myeloid diff MLP | Myeloid diff MLP GFP+ MAC1+ % | West Nile virus CPE | PhoP inhibition | Large T inhibition | bCat nuc transl | bCat nuc transl cell count 5 µM | MgcRacGAP inhibition | T cell HTS | T cell HTS vesicle-bound % | RSV CPE inhibition | WT yeast gro inh | WT yeast gro inh mutant strain
O=C(Nc1ccc2ccccc2c1)c1ccc(NS(=O)(=O)c2ccc(Br)s2)cc1 | i | 0.4 | 0.5% | 3% | -3% | 0.2 | 916 | -4% | i | 55 | 39% | 6 | -14
COc1ccc(-c2cc(C3CC3)nc(N)c2C#N)cc1 | i | 1.0 | 0.1% | 4% | 4% | nt | nt | 5% | i | 24 | ? | nt | nt
CCN(Cc1ccccc1)C(=O)COC(=O)c1c(C)nsc1NC | i | 0.4 | nt | nt | nt | nt | nt | 6% | i | 33 | 0.4% | nt | nt

Next records follow:
SMILES | Myeloid diff MLP | Myeloid diff MLP GFP+ MAC1+ % | West Nile virus CPE | PhoP inhibition | Large T inhibition | bCat nuc transl | bCat nuc transl cell count 5 µM | MgcRacGAP inhibition | T cell HTS | T cell HTS vesicle-bound % | RSV CPE inhibition | WT yeast gro inh | WT yeast gro inh mutant strain
COc1cc(/C=N/NC(=O)CNc2n[nH]c(=O)[nH]c2=O)ccc1OCc1ccccc1 | i | 0.3 | -0.6% | -2% | 12% | 0.2 | 1298 | 11% | i | 35 | 1.0% | nt | nt
COc1cc(SC)ccc1C(=O)Nc1cccc(S(=O)(=O)NC2=NCCC2)c1 | i | 0.0 | nt | nt | nt | nt | nt | 4% | i | 47 | 0.1% | nt | nt
O=C1c2ccccc2-c2cccc(C(=O)N3CCCCC3)c21 | i | 0.6 | -0.4% | -12% | 6% | -0.8 | 1303 | 6% | i | 3 | 1.0% | nt | nt
Cc1cccc(NCc2nc(SCC(N)=O)n[nH]2)c1 | i | 0.6 | 1.7% | 5% | 8% | -1.1 | 1183 | 6% | i | 20 | -0.1% | 4 | -69
O=C(CSc1cn(Cc2cccc(F)c2)c2ccccc12)NCc1ccc(F)cc1 | i | 2.1 | 0.3% | -5% | 11% | -1.8 | 570 | 9% | i | 49 | 2.7% | -17 | -11
O=C(Nc1ccc(N2CCOCC2)nc1)c1ccccc1Cl | i | 0.5 | -0.5% | -1% | 9% | -1.8 | 1186 | 11% | i | 16 | 1.5% | nt | nt
CCC1C(=O)NCCN1C(=O)c1ccc2nc(Cc3ccc(OC)cc3)oc2c1 (stereo unspecified) | i | 3.8 | 0.1% | 14% | 6% | nt | nt | -7% | i | 42 | 6.0% | nt | nt
CCOc1cc(C(=O)Nc2nnc(S(=O)(=O)N3CCOCC3)s2)cc(OCC)c1OCC | i | 0.0 | -0.2% | -7% | 14% | nt | nt | 8% | i | 35 | 1.0% | nt | nt
CCCCC/C=C\C/C=C\C/C=C\C/C=C\CCCC(=O)O | nt | nt | nt | 3% | 52% | nt | nt | nt | i | 27 | -0.6% | nt | nt
CCC(CC)c1nnc(NC(=O)CSCC(=O)Nc2cc(C)on2)s1 | i | 0.5 | nt | -8% | 13% | nt | nt | 4% | i | 12 | -0.4% | nt | nt
Cc1csc(NC(=O)c2cc(C)oc2C)n1 | i | 0.5 | nt | 3% | 8% | 3.6 | 1359 | 7% | i | 48 | 12% | -5 | -18
Cc1csc(NC(=O)CSc2ncnc3ccccc23)n1 | i | 1.5 | ? | -4% | 10% | nt | nt | 7% | i | 65 | 1.6% | nt | nt
Cc1c(Cl)cccc1NC(=O)C1NC(=O)CC1c1ccccc1 (stereo unspecified) | i | 1.9 | -0.6% | 9% | 0% | nt | nt | 2% | i | 67 | 1.1% | 4 | 15
Fc1ccc(NC(=S)NNc2ncc(C(F)(F)F)cc2Cl)c(F)c1 | i | 0.2 | -0.6% | 2% | 21% | 1.9 | 894 | -5% | i | 48 | 10% | 28 | 13
CCCC(=O)N1CCN(c2ccc(NC(=O)c3sc4ccccc4c3Cl)cc2)CC1 | i | 0.9 | -0.2% | 1% | 4% | nt | nt | 13% | i | 33 | 1.0% | 8 | 1
C[C@H](NC(=O)c1ccccc1)C(=O)N1CCC2(CC1)NCCc1[nH]cnc12 | i | 3.4 | -0.3% | -9% | 7% | nt | nt | 8% | i | 53 | 1.5% | nt | nt
COc1ccc(N2CCN(S(=O)(=O)c3ccc4c(c3)NC(=O)CS4)CC2)cc1 | i | 1.5 | -0.5% | -2% | 10% | nt | nt | 7% | i | 23 | -0.4% | nt | nt
Cc1ccc(C(=O)OCCn2cc(C#N)c(=O)[nH]c2=O)cc1 | i | 0.3 | -0.6% | 0% | 5% | 0.3 | 929 | 2% | i | 34 | -0.3% | 4 | 4
COCCn1c(C)cc(C(=O)COC(=O)CCc2ccc(S(=O)(=O)N3CCOCC3)cc2)c1C | i | 0.5 | 0.4% | -8% | 8% | -0.4 | 1220 | -3% | i | 16 | 0.2% | -14 | -11
OC1(c2cccs2)CN(c2ccc(Cl)cc2)C2=[N+]1CCCS2 (stereo unspecified) | i | 0.2 | -0.3% | 7% | 10% | -4.4 | 1085 | -2% | i | 42 | -3.3% | -1 | -21
CCN(CC)S(=O)(=O)c1cccc(NC(=O)C2CC(=O)N(c3ccc4c(c3)OCCO4)C2)c1 (stereo unspecified) | i | 0.8 | nt | -7% | 11% | nt | nt | 8% | i | 31 | 14% | nt | nt
COc1ccccc1NS(=O)(=O)c1cccc(NC(=O)c2nn(C)c(=O)c3ccccc23)c1 | i | 0.0 | nt | nt | nt | nt | nt | 0% | i | 36 | -0.4% | nt | nt
O=C(CN(Cc1ccccc1)S(=O)(=O)c1ccc2c(c1)OCCO2)N/N=C/c1ccc(F)cc1 | i | 2.1 | 0.1% | 28% | -1% | -2.6 | 1281 | 5% | i | 54 | 19% | 32 | 15
O=c1ccc2cc(S(=O)(=O)N3CCN(c4ccccc4)CC3)ccc2[nH]1 | i | 2.3 | 0.0% | nt | 2% | nt | nt | -1% | i | 5 | -0.5% | nt | nt
Cc1[nH]n(-c2ccccc2)c(=O)c1N=Nc1ccccc1 | i | 0.3 | -0.2% | 3% | 6% | 0.2 | 1493 | 8% | i | 7 | 1.4% | -2 | 0
CCC1(CC)Cc2ccccc2C(=C(C#N)C#N)N1 | i | 0.6 | 0.2% | -2% | 3% | -0.4 | 1152 | 10% | i | 21 | 3.0% | 12 | 24
CCOC(=O)c1[nH]cnc1C(=O)Nc1cccc(OC)c1 | i | 0.4 | 1.1% | 0% | 2% | 1.5 | 1223 | 11% | i | 28 | -0.4% | nt | nt
O=C(O)C1=C[C@@H](c2csc3ccccc23)C[C@@H](OCCCCO)O1 | i | 1.1 | 0.4% | -16% | 5% | -1.9 | 1108 | 11% | nt | nt | 1.2% | -23 | -13
